Screens deposited in PubChem by National Center for Advancing Translational Sciences (NCATS).
Vif-A3F inh – inhibitors of Vif-A3F interaction | HeLa A3F-eYFP + Vif (tagged APOBEC3F with the HIV-1 protein that degrades it), YFP fluorescence increase | AID 602313 | Potency, µM (series often up to 46.1 µM), for the others: top-dose activity, negative = active | 0.2% of 390,000 active; further: potency means the concentration at half of the fitted maximal effect; % of control where 0% means no effect; nearly all actives have a fitted effect of over 65% in size
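HeLa cells stably expressing A3F-eYFP plus Vif, plated and incubated overnight at 37 deg C, then exposed to compounds overnight at 37 deg C. Blocked degradation read as raised yellow fluorescence (Ex 488/Em 500-530).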
ALOX12 inh – inhibitors of human 12S-lipoxygenase ALOX12; P18054; purified 12hLO, xylenol orange hydroperoxide absorbance; Potency, µM (series often up to 108 µM), without a hit: top-dose activity change, negative = inhibition, most hits filed as inhibitors; 1.1% of 580,000 active; further: potency means the concentration at half of the fitted maximal effect; on the % scale 0 is the no-effect control and ±100 the full control effect
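Hydroperoxide product was detected by ferrous iron/xylenol orange as the 573 to 405 nm absorbance ratio. Arachidonic acid at 40 uM (final) was turned over for 30 min at room temperature by 150 nM human 12hLO, pH 7.0 Hepes buffer, after 15 min compound preincubation.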
Glioma ERSR ind – ER stress response induction in glioma | U87-MG GRP78 promoter luciferase reporter, 16 h | Potency, µM, inactives show top-dose activation, most hits filed as activators | 0.02% of 420,000 active; further: potency means the concentration at half of the fitted maximal effect; series mostly up to about 76 µM; % of control where 0% means no effect; nearly all actives have a fitted effect of over 35% in size
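Stably transfected U87-MG human glioma cells carrying a GRP78-based luminescent sensor were seeded at 1000 cells/well, pin-dosed with compounds and incubated 16 h. Luciferase reagent was then added, and end-point luminescence was read after 10 min at room temperature.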
LDHA inh – inhibitors of human lactate dehydrogenase A. purified LDHA, NADH/diaphorase-resazurin fluorescence; stronger effect = lower value. activity change, % (values are at about 110 or 230 µM). 0.15% of 480,000 active; in the data active means activity change below about -30%; inconclusive means mostly about -25% to -30%;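 further: plate controls were DMSO wells for no effect and wells without enzyme for full effect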
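Enzyme activity of human lactate dehydrogenase 5 (2 nM; 0.06 mM NADH, 0.2 mM pyruvate, 5 min, RT) is measured via a resazurin/diaphorase fluorescence readout of residual NADH.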
ERG-DNA inh – ERG Ets/DNA interaction inhibition; fluorescence polarization, His-ERG Ets domain / labelled DNA; 0.028% of 370,000 active; AID 624246; P11308; Potency, µM (titrated, usually from 76.9 µM), for the others: at the highest dose FP activity, negative = inhibition, usual class: inhibitors; active means well fitted inhibition curve with a large enough effect in the polarisation, with a control signal flat; inconclusive means small, poorly fitted or top-dose-only effect, or effect the other way, or a change in a side signal; inactive means no such curve, though single readings can be large or run the other way; the % refers to the polarisation;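 further: polarization taken with two DNA probes labelled with fluorescein and Texas red; potency means the concentration at half of the fitted maximal effect; % of control where 0% means no effect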
Target sequence (P11308 whole entry, looked up, the tested form may be a part): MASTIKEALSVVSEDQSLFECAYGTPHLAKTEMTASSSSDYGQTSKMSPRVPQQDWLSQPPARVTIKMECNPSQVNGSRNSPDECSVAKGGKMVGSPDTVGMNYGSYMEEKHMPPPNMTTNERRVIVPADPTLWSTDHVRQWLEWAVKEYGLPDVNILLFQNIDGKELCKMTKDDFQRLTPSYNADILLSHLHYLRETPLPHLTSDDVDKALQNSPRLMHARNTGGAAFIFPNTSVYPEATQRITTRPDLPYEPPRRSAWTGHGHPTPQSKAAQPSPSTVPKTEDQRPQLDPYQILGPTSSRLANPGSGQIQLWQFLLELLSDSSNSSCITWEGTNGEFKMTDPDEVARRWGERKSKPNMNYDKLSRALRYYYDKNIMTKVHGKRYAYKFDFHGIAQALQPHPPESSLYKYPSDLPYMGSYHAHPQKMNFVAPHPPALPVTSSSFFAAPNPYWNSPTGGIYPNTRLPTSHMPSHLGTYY
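His-tagged ERG Ets domain (1 uM in the protein solution; 300mM KCl, 50mM Tris-HCl, 1mM EDTA, 1mM DTT, pH 7.5) received compound, then a probe mix of 5 nM fluorescein-DNA and 100nM Texas-615-DNA. Fluorescence polarization was read for both dyes.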
D2 agonist – D2 dopamine receptor (human) agonism; AID 485358; P14416; HEK293 T-REx D2 cells, calcium flux agonist mode; 0.53% of 340,000 active; activation, % at 2 µM;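 active means activation over 3 SD above normal in the single-dose calcium agonist read, cut at about 30% in these data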; further: 0% is about no effect
Target sequence (P14416 whole entry, looked up): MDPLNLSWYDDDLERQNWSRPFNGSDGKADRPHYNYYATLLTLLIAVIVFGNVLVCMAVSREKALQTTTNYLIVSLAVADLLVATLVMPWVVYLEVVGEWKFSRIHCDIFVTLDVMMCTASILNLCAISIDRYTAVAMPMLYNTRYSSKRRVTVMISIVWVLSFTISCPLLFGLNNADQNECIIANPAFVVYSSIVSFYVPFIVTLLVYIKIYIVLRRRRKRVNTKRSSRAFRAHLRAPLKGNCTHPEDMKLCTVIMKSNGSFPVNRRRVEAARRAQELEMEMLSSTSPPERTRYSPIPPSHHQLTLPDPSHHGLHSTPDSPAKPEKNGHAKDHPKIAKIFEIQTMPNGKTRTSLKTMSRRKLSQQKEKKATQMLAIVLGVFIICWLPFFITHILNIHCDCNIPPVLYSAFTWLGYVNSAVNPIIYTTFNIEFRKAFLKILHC
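Agonism is scored from calcium flux in a force-coupled, inducible HEK293 cell line expressing D2, read kinetically for 180 s after compound addition against dopamine controls.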
D2 antag – antagonizes the human D2 dopamine receptor | AID 485344 | inhibition, % at 10 µM | 2% of 340,000 active | HEK293 TREx D2 cells, calcium flux, dopamine EC80; in the data active means inhibition above about 30%; further: 0% is about no effect
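Measurement of antagonist activity uses fluorescent calcium dye in inducible HEK293 T-REx D2 cells: 10 s baseline, compound addition with 180 s read, EC80 dopamine addition with a further 180 s read.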
Vif-A3G inh – Vif-A3G binding inhibition. Potency, µM (top dose mostly 46.1 µM), inactives show at the top dose activity, negative = active, actives largely listed as inhibitors. HeLa A3G-eYFP + Vif (tagged APOBEC3G with the HIV-1 protein that degrades it), YFP fluorescence, overnight. Q9HC16. AID 602310. 0.076% of 410,000 active;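 further: potency means the concentration at half of the fitted maximal effect; on the % scale 0 is the no-effect control and ±100 the full control effect; nearly all actives have a fitted effect of over 60% in size; hits raise eYFP signal because A3G escapes Vif-driven loss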
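Read-out is eYFP fluorescence (Ex 488/Em 500-530) from Vif-expressing HeLa A3G-eYFP cells; more signal means A3G escaped Vif-mediated degradation. Cells plated overnight, compound pinned in, incubated overnight at 37 deg C.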
RGS4 inhibitor – blocks human RGS4-accelerated GTP hydrolysis | Transcreener GDP fluorescence polarization, RGS4-accelerated GTP hydrolysis | 0.039% of 390,000 active | Potency, µM (titrated, usually from 114 µM), without a hit: at the top dose activity change, negative = inhibition, usual class: inhibitors | P49798 | AID 504845; further: potency means the concentration at half of the fitted maximal effect; on the % scale 0 is the no-effect control and ±100 the full control effect; nearly all actives have a fitted effect of over 75% in size; some results filed as inactive show a strong effect at the top dose
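MLSMR compounds (23 nl, pin-transferred) preincubated 10 min at room temperature with a 500nM (2x) first reagent, then RGS4 at 900nM (2x) plus Transcreener GDP mix added; fluorescence polarization (620/688 nm) read before and after 90 min at 30 °C.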
* = called active by the depositor; i = inactive; ? = inconclusive; . = no result given; [ ] = remark or other dose. Unless noted, the call rests on the fitted dose curve; in most records, active means well fitted curve in the direction sought with a large enough effect; inconclusive means small, poorly fitted or top-dose-only effect, or another doubt; inactive means no such curve, though single readings can be large; an effect the other way counts as inactive or inconclusive. Not all compounds are listed; count on the stated rates, not on these rows.

SMILES | Vif-A3F inh | ALOX12 inh | Glioma ERSR ind | LDHA inh | ERG-DNA inh | D2 agonist | D2 antag | Vif-A3G inh | RGS4 inhibitor
CCNC(=O)CN(c1ccc(OC)c(OC)c1)S(=O)(=O)c1ccccc1 | -7% | 0%[57.4 µM] | 0% | -3 | -5% | 0.2 | -4 | 4% | -2%
COc1cc(NC(=O)CC(C)S(=O)(=O)c2cc3c4c(c2)CCN4C(=O)CC3)cc(OC)c1 (centres undefined) | 8% | -18% | -2% | 12 | -7% | . | . | 4% | -1%
CN(C)Cc1c(C(=O)N/N=C/c2cccs2)nnn1-c1nonc1N | 0% | 6% | -2% | -7 | 1% | 1.3 | 12 | 2% | 12%
CC1=Nc2ncnn2C(c2ccccc2)/C1=N\O (centres undefined) | -11% | -3% | -1% | -2 | . | -0.1 | 19 | -1% | 16%
O=C(C1CCN(C2CCN(Cc3ccc4c(c3)CCO4)CC2)CC1)N1CCOCC1 | ? | -4% | -3% | -2 | -3% | -0.1 | -3 | -16% | 49%
CC(C)c1ccc(NC(=O)C2CCCN(S(=O)(=O)c3ccc4[nH]c(=O)ccc4c3)C2)cc1 (centres undefined) | . | -6% | . | -5 | 9% | 1.1 | . | . | 10%
COc1ccc(-c2nc(CCl)cs2)cc1 | 2% | ? | 3% | 2 | -1% | 0.1 | -22 | 2% | 4%
Cc1ccc(NC(=O)C2(N(C(=O)Cn3nnnc3N)c3ccc(C)cc3)CCCCC2)cc1 | -2% | 7% | -2% | 1 | 1% | -0.1 | -15 | -1% | 13%
C=CCN(c1nc(C)cc(OC)n1)S(=O)(=O)c1ccc(C)cc1 | -9% | 21% | -4% | 1 | -5% | -1.2 | 18 | -3% | 4%
CCCc1nnc(NC(=O)CN2C(=O)c3ccccc3S2(=O)=O)s1 | -7% | 0% | -1% | -2 | -5% | 0.1 | 3 | 1% | ?
S=c1[nH]nc(C(c2ccccc2)C2CCCCC2)o1 (centres undefined) | -7% | ? | -5% | -6 | 0% | -0.6 | -7 | 1% | -17%
CC1(C(=O)Nc2cnc3ccccc3c2)CCN1CCOc1ccccc1 (centres undefined) | . | -40% | -1% | 2 | . | . | . | 2% | .
C(#Cc1ccc2c(c1)COc1c3ccccc3nn1-2)c1ccccc1 | -6% | 1% | 2% | -4 | -5% | -1.2 | -5 | -7% | -13%
Cc1cccc(-n2c(SCC(=O)Nc3cccc(S(=O)(=O)NC4=NCCCCC4)c3)nc3ccccc3c2=O)c1C | 6% | ? | -1% | -9 | 0% | 0.8 | -3 | 4% | 6%
COC(=O)c1ccc(CNC(=O)COC(=O)COc2ccc(OC)cc2)cc1 | 8% | -22% | -3% | -4 | 0% | 0.0 | 1 | 1% | -4%
CCCCc1ccc(-n2c(Cc3cccs3)n[nH]c2=S)cc1 | 3% | ? | 2% | -10 | -1% | -0.6 | 2 | ? | -37%
COc1ccc(Nc2cc(C)c3cc(NC(=O)c4cc(OC)cc(OC)c4)ccc3n2)cc1 | ? | -27% | -4% | -11 | 4% | 1.7 | . | -20% | 16%
COC(=O)c1ccc(NC(=O)C2CC3CCC2C3)cc1 (centres undefined) | -9% | 343%[activator] | -2% | -12 | 1% | . | . | 0% | -4%
Clc1ccccc1CN(Cc1ccccc1)c1ncnc2nc[nH]c12 | -3% | 10% | -7% | -1 | -5% | -0.6 | -3 | -4% | -23%
O=C(NC(=S)N1CCN(c2ccc(F)cc2)CC1)c1ccccc1 | -21% | 17% | -5% | -8 | . | . | . | 0% | .
Cc1cccc(OCCN2CCOCC2)c1C | -1% | 22% | 0% | -3 | -5% | 24 | 41* | -1% | 9%
COC(=O)c1c(NC(=O)CC2Nc3cc(C)c(C)cc3NC2=O)sc(C)c1C (centres undefined) | 0% | . | -6% | -2 | -10% | 0.4 | -4 | 0% | -12%
COc1ccccc1-c1noc2ncnc(Nc3ccc4c(c3)OCO4)c12 | -3% | -13% | -1% | -1 | -7% | -0.6 | -13 | 2% | -2%
CSc1nnc(CCNS(=O)(=O)c2ccccc2Br)n1C | -3% | -10% | -2% | -8 | 3% | 0.6 | 34* | 0% | 36%
CC(Cc1cccs1)NC(=O)NC1CCCCC1 (centres undefined) | -15% | 10% | 8% | -4 | . | 0.6 | 1 | -1% | -32%
CCOC(=O)c1c(N)sc(C(=O)N2CCCCCC2)c1C | -3% | 0% | -3% | -3 | -16% | -0.3 | -17 | -3% | -33%
CCC(C)Sc1cccc(-c2nc3cnccn3c2NC2CCCCC2)c1 (centres undefined) | -21% | -20% | -11% | 1 | -2% | . | . | -9% | -7%
CC1(C)N=C(SCc2ccc(Cl)cc2)c2ccccc2N1 | 0% | -14% | -5% | 6 | -1% | 0.6 | . | -10% | -1%
CSc1cccc(CN(C)C(=O)C2CCC(=O)N(CCCN3CCCC3=O)C2)c1 (centres undefined) | 4% | 13% | 1% | 0 | 3% | 1.3 | 8 | 1% | 2%
CC(C)c1ccc2oc(-c3ccc(NC(=O)c4cccc(Br)c4)cc3)nc2c1 | -4% | 0% | 1% | 0 | -4% | -0.2 | . | 5% | -1%
CN(C)S(=O)(=O)c1cccc2c1C(=O)c1ccccc1C2=O | -16% | -16% | 0% | 7 | -4% | 0.2 | -21 | -5% | 18%
CC(C)c1ccc(N(C(=O)c2csnn2)C(C(=O)NC(C)(C)C)c2ccncc2)cc1 (centres undefined) | -5% | -5% | 4% | -1 | . | -0.5 | -2 | -6% | 6%
CN1CCN(S(=O)(=O)c2ccc(N3CCN(S(=O)(=O)c4cccs4)CC3)nc2)CC1 | -2% | -22% | 1% | -9 | 2% | 0.5 | -7 | 1% | -51%
Cc1nn(C)c(C)c1NC(=O)CSc1nc(-c2ccccc2F)nc2c1cnn2-c1ccccc1 | -9% | 18% | 0% | -2 | 5% | . | . | -7% | 0%
CCCN1CCN(C(=O)C(C)n2nc(C)c3sc4ccccc4c3c2=O)CC1 (centres undefined) | -8% | 0% | -1% | -9 | -2% | 0.2 | -6 | 0% | 6%
COc1ccc(NC(=O)COc2cccc3c2CCN(C)C3=O)c(OC)c1 | 1% | i | 1% | -3 | -1% | 0.4 | -5 | 1% | -44%
CC1CC(C)CN(C(=O)Cn2c(=O)oc3cc(S(=O)(=O)N4CCCC4)ccc32)C1 (centres undefined) | -20% | 1% | -2% | 0 | 4% | 0.3 | -5 | -10% | 23%
C=CCN(c1ccccc1)S(=O)(=O)c1cccc2cccnc12 | 6% | -21% | -1% | 0 | -17% | -1.1 | -15 | 0% | -5%
Nc1nc(CN2CCN(Cc3ccccc3)CC2)nc(Nc2ccc3c(c2)OCCO3)n1 | 0% | 45%[activator] | -4% | 10 | 2% | -0.1 | 10 | -1% | -29%[56.9 µM]
CCCCCC(=O)N1C[C@H](n2cc(-c3ccc(F)cc3)nn2)[C@@H](O)C[C@@H]1c1ccc(OC)cc1 | -7% | 0% | 0% | 0 | . | . | . | -4% | .
O=C(CSc1nnc(-c2ccccc2)n1-c1ccccc1)c1ccc[nH]1 | 3% | 2% | -5% | 0 | 0% | -0.5 | -2 | 0% | -3%
COc1ccc(/C=N\N=C2/SC(CC(=O)O)C(=O)N2c2ccc(O)cc2)cc1OC (centres undefined) | -1% | 6% | -6% | -3 | -8% | 0.2 | 1 | 1% | 10%
CCCOc1ccccc1C(=O)N(Cc1cccs1)C1CCS(=O)(=O)C1 (centres undefined) | 3% | 0% | -3% | -6 | 0% | 1.2 | -6 | 2% | 10%
COc1ccc(CCNC(=S)N2CCN(S(=O)(=O)c3ccc(Cl)cc3)CC2)cc1 | 3% | 14% | -5% | -2 | 11% | 0.7 | 23 | -1% | -32%
O=C1CC(NS(=O)(=O)c2ccccc2)CN1c1ccc2c(c1)OCCO2 (centres undefined) | 4% | ? | 1% | -14 | 4% | -0.3 | -9 | -1% | 15%
C/C(=N\N=C(N)N)c1cccc([N+](=O)[O-])c1 | -4% | ? | -4% | -3 | 1% | 1.6 | 25 | 0% | 8%
COCOc1ccc(-c2cc(=O)c3c(O)cc(OCOC)cc3o2)cc1 | 0% | 1% | 6% | 0 | 2% | . | . | 3% | -10%
Cc1cccc(Oc2ncc(-c3ccc(Cl)cc3)cn2)c1C | 2% | -9% | -4% | 0 | 0% | . | . | 0% | -24%
Cc1ccc(S(=O)(=O)NCc2c(-c3ccccc3)c3cc(Cl)ccc3[nH]c2=O)cc1 | -14% | 7% | -4% | -7 | -5% | 0.2 | 7 | 0% | -17%
CCOC(=O)C1CCCN(C(=O)c2ccc(C)c(NC(=O)c3nsc4ccccc34)c2)C1 (centres undefined) | 3% | -18% | -2% | -5 | 1% | -0.9 | . | 1% | 4%
CCc1nc2ccc(C(=O)Nc3ccc(NC(C)=O)cc3)cn2c1N(C)CCC(C)C | . | -14% | -2% | -1 | . | . | . | -5% | .
C[N+](C)(C)CCN(Cc1ccc(Cl)cc1)c1ccccn1 | 8% | 16µM* | -3% | ? | -2% | -0.1 | 9 | 1% | 10%
Cc1ccc2cc(C#N)c(N3CCCN(C(=O)C4CCCO4)CC3)nc2c1C (centres undefined) | 2% | -14% | -6% | 3 | -5% | . | . | 0% | 28%
Cc1ccc(NC(=O)Cc2c(Cl)cccc2Cl)cc1S(=O)(=O)N(C)C | 0% | 5% | -4% | 0 | 3% | -0.2 | -7 | 0% | 9%
COc1ccccc1CNC(=O)COc1cc2c(c3oc(=O)cc(C)c13)CCC(C)(C)O2 | -3% | 22% | 0% | -3 | -3% | 1.0 | 7 | 0% | -18%
Cc1ccc(Nc2nc(N)nc(CN3CCN(Cc4ccccc4)CC3)n2)cc1Cl | 1% | ? | -6% | -2 | 8% | -0.5 | -1 | 1% | 27%
